Screening data (PubChem)
All columns: NCI-60 one-dose screen, growth in % after 48 h at 10 µM unless noted; 100 = growth as untreated, 0 = no growth, -100 = all killed.
LOX IMVI = LOX IMVI melanoma. hit rate 7.4% among 79,000. AID 1794757
HS 578T = HS 578T breast cancer; AID 1794788; hit rate 4.1% among 78,000
MDA-MB-468 = MDA-MB-468 breast cancer; hit rate 8.5% among 78,000; AID 2202374
MALME-3M = MALME-3M melanoma; hit rate 5.8% among 78,000; AID 1794766
BT-549 = BT-549 breast cancer. hit rate 4.4% among 78,000
T-47D = T-47D breast cancer | hit rate 5% among 79,000 | AID 1794792
MCF7 = MCF7 breast cancer. hit rate 6.3% among 82,000. AID 1794796
MDA-MB-231 = MDA-MB-231 breast cancer | hit rate 5% among 81,000
* = called active by the depositor. Rule for the calls: active = growth percent below 10; inactive = the rest.

`N#CCCCCCn1c2ccccc2c2c3c(c4c5ccccc5[nH]c4c21)C(=O)N(O)C3=O` gave LOX IMVI -81*, HS 578T 20, MDA-MB-468 -32*, MALME-3M -35*, BT-549 16, T-47D 14, MCF7 6.2* and MDA-MB-231 16.
For O=C1NCc2ccc3c(-c4cccc(Cl)c4)c[nH]c3c21 the results were LOX IMVI 35, HS 578T 31, MDA-MB-468 27, MALME-3M 66, BT-549 59, T-47D 39, MCF7 18 and MDA-MB-231 48.
Screening CCc1ccc(C2CC(c3ccccc3Cl)=NN2c2ccc(S(N)(=O)=O)cc2)cc1 (stereo unspecified) returned LOX IMVI 86, HS 578T 87, MDA-MB-468 42, MALME-3M 82, BT-549 89, T-47D 75, MCF7 84 and MDA-MB-231 76.
Screening O=C(/C=C/c1ccc(F)cc1)c1ccc(Nc2nc(NCCO)nc(NCCO)n2)cc1 returned LOX IMVI 32, MDA-MB-468 42, MALME-3M 74, BT-549 55, T-47D 65, MCF7 23 and MDA-MB-231 103.
Cc1n[nH]c(C)c1N=Nc1ccc2oc(=O)ccc2c1 was read as LOX IMVI 80, HS 578T 87, MDA-MB-468 87, MALME-3M 77, BT-549 75, T-47D 95, MCF7 91 and MDA-MB-231 88.
`C=C(CC(=O)OC)C(C)=O` gave LOX IMVI 110, HS 578T 96, MDA-MB-468 102, MALME-3M 128, BT-549 127, T-47D 108, MCF7 111 and MDA-MB-231 95.
Screening CC1(C)C(Cl)(Cl)C(C)(C)C1(Cl)Cl returned LOX IMVI 99, HS 578T 105, MDA-MB-468 98, MALME-3M 107, BT-549 102, T-47D 111, MCF7 93 and MDA-MB-231 99.
Screening O=C(O)c1cn(C2CC2)c2cc(N3CCN(C(=O)CSc4nnc(-c5ccc(Cl)cc5)o4)CC3)c(F)cc2c1=O returned LOX IMVI 96, HS 578T 95, MDA-MB-468 97, MALME-3M 107, BT-549 102, T-47D 92, MCF7 102 and MDA-MB-231 114.
Screening CCCC1=C(C(=O)OCC)C(c2ccc3c(c2)OCO3)NC(=O)N1C (stereo unspecified) returned LOX IMVI 102, HS 578T 96, MDA-MB-468 122, MALME-3M 90, BT-549 99, T-47D 88, MCF7 107 and MDA-MB-231 88.
CCOC(=O)c1cn(CC)c2cc(N3CCCCC3)c(F)cc2c1=O was read as LOX IMVI 100, HS 578T 107, MDA-MB-468 110, MALME-3M 98, BT-549 109, T-47D 106, MCF7 98 and MDA-MB-231 109.
`C1Cc2onc(-c3noc4c3CCC4)c2C1` gave HS 578T 114, MDA-MB-468 110, MALME-3M 108, BT-549 114, T-47D 108, MCF7 99 and MDA-MB-231 116.
CCOC(=O)c1nc(Nc2ccc(NC(=O)Nc3cccc(OC)c3)cc2)c2ccccc2n1 was read as LOX IMVI 94, HS 578T 79, MDA-MB-468 105, MALME-3M 91, BT-549 108, T-47D 81, MCF7 90 and MDA-MB-231 88.
`C#C[C@]1(O)CC[C@H]2[C@@H]3CC=C4c5sc(Nc6ccc(OC)nc6)nc5CC[C@]4(C)[C@H]3CC[C@@]21C` gave HS 578T 3.5*, MDA-MB-468 17, MALME-3M 55, BT-549 33, T-47D 21, MCF7 4.2* and MDA-MB-231 65.
N#CCC(=O)c1cccc(Cl)c1 was read as LOX IMVI 104, HS 578T 104, MDA-MB-468 106, MALME-3M 102, BT-549 104, T-47D 91, MCF7 101 and MDA-MB-231 103.
For Cc1ccc(S(=O)(=O)NC(=O)CCC(=O)Nc2ccc(O)cc2)cc1 the results were LOX IMVI 101, HS 578T 105, MDA-MB-468 112, MALME-3M 106, BT-549 106, T-47D 100 and MDA-MB-231 107.
CCOC(=O)c1nnn(-c2nonc2N)c1-c1cc(OC)c(OC)c(OC)c1 was read as LOX IMVI 101, HS 578T 100, MDA-MB-468 94, MALME-3M 104, BT-549 131, T-47D 102, MCF7 100 and MDA-MB-231 114.
Screening CCC(=O)CC(=O)c1ccccc1 returned LOX IMVI 89, HS 578T 107, MDA-MB-468 103, MALME-3M 87, BT-549 98, T-47D 101, MCF7 103 and MDA-MB-231 95.
`O=C(Nc1ccccc1-c1n[nH]c(=S)[nH]c1=O)C(F)(F)F` gave LOX IMVI 94, HS 578T 88, MDA-MB-468 89, MALME-3M 104, BT-549 101, T-47D 83, MCF7 88 and MDA-MB-231 88.
CCOC(OCC)c1nc(N)[nH]c(=O)c1CCCCc1ccccc1 was read as LOX IMVI 89, HS 578T 96, MDA-MB-468 94, BT-549 101, T-47D 87, MCF7 106 and MDA-MB-231 98.
`CC(=O)[C@H]1C[C@H](O)[C@H]2[C@@H]3CCC4=CC(=O)CC[C@]4(C)[C@H]3C[C@H](O)[C@@]21C` gave LOX IMVI 103, MDA-MB-468 105, MALME-3M 101, T-47D 105, MCF7 94 and MDA-MB-231 105.
For CC1=CC(=O)C2=C(C)CC(OS(C)(=O)=O)[C@@H]3[C@H](OC(=O)[C@@H]3C)[C@@H]12 (stereo partly specified) the results were LOX IMVI 100, HS 578T 100, MDA-MB-468 95, MALME-3M 107, BT-549 106, T-47D 104, MCF7 95 and MDA-MB-231 101.
For Cc1ccc(OCc2cn(CC(=O)Nc3nc4ccccc4s3)nn2)cc1 the results were LOX IMVI 93, HS 578T 102, MDA-MB-468 104, MALME-3M 102, BT-549 101, T-47D 107, MCF7 95 and MDA-MB-231 103.
Screening COc1cc2c3c(c4c5ccccc5[nH]c4c2c(OC)c1OC)C(=O)N(CCN1CCCCC1)C3=O returned LOX IMVI -92*, HS 578T 52, MDA-MB-468 64, MALME-3M 32, BT-549 97, T-47D 60, MCF7 -56* and MDA-MB-231 38.
`COc1ccc(C(=O)NC(=O)Nc2ccc3c(c2)NC(=O)/C3=C\c2[nH]c(C)c(CCC(=O)O)c2C)cc1` gave LOX IMVI 90, HS 578T 84, MDA-MB-468 73, MALME-3M 86, BT-549 106, T-47D 108, MCF7 96 and MDA-MB-231 103.
`CC12CCC(c3sc(N)c(C#N)c31)C2(C)C` (stereo unspecified) gave LOX IMVI 99, HS 578T 100, MDA-MB-468 111, MALME-3M 95, BT-549 96, T-47D 101, MCF7 97 and MDA-MB-231 89.
CCN(C(C)=O)c1ccc([N+](=O)[O-])cc1 was read as LOX IMVI 99, HS 578T 100, MDA-MB-468 103, MALME-3M 101, BT-549 117 and MCF7 98.
For C=C1CC[C@@H]2[C@]3(C)COC(c4cn[nH]c4-c4cccc(Br)c4)O[C@@H]3CC[C@@]2(C)[C@@H]1C/C=C1/C(=O)OCC1O (stereo partly specified) the results were LOX IMVI -100*, HS 578T 5.4*, MDA-MB-468 -95*, MALME-3M -74*, BT-549 -94*, T-47D -7.0* and MDA-MB-231 -47*.
CC(=O)N1N=C(c2ccc(Cl)cc2)CC1c1cn(-c2ccccc2)nc1-c1ccc(OCc2ccccc2)cc1 (stereo unspecified) was read as LOX IMVI 99, HS 578T 94, MDA-MB-468 103, MALME-3M 119, BT-549 122, T-47D 92, MCF7 96 and MDA-MB-231 94.
`CN(CCCO)Cc1ccccc1` gave LOX IMVI 103, HS 578T 99, MDA-MB-468 107, BT-549 96, T-47D 100, MCF7 103 and MDA-MB-231 107.
`N#Cc1ccc(C(=O)CSc2nc(Nc3ccc(S(N)(=O)=O)cc3)c3ccccc3n2)cc1` gave HS 578T 103, MDA-MB-468 105, MALME-3M 106, BT-549 111, T-47D 103, MCF7 99 and MDA-MB-231 105.
Screening Nc1c(C(=O)Nc2ccccc2Cl)sc2nc3c(cc12)CCCC3 returned LOX IMVI 99, HS 578T 103, MDA-MB-468 91, MALME-3M 100, BT-549 99, T-47D 97, MCF7 73 and MDA-MB-231 100.
COc1ccc(NC(=O)[C@H](CCC(=O)OC(C)(C)C)NC(=O)OC(C)(C)C)cc1C(=O)Nc1cccc(C2CC(=O)c3c(cc(OC)c(OC)c3OC)O2)c1 (stereo partly specified) was read as HS 578T 82, MDA-MB-468 87, MALME-3M 106, BT-549 99, T-47D 90, MCF7 84 and MDA-MB-231 90.
`Oc1[nH]c2ccccc2c1N=Nc1ccccc1` gave LOX IMVI 94, HS 578T 94, MDA-MB-468 66, MALME-3M 118, BT-549 120, T-47D 116, MCF7 70 and MDA-MB-231 69.
Screening CN(C)C1=NC(=O)C(c2c[nH]c3ccccc23)=N1 returned LOX IMVI 84, HS 578T 104, MDA-MB-468 77, MALME-3M 91, BT-549 108, T-47D 93, MCF7 86 and MDA-MB-231 92.
Screening COc1ccc(-c2nc(SCC(C)C)nc(Cl)c2C#N)cc1 returned HS 578T 118, MDA-MB-468 102, MALME-3M 98, BT-549 120, T-47D 113, MCF7 92 and MDA-MB-231 104.
COc1ccc(C(=O)Nc2nc(-c3ccc(Cl)cc3)cs2)cc1OC was read as HS 578T 97, MDA-MB-468 94, MALME-3M 106, BT-549 107, T-47D 93, MCF7 90 and MDA-MB-231 106.
For O=c1c2ccccc2n(CC(O)CN2CCCC2)c2cc(Cl)ccc12 (stereo unspecified) the results were LOX IMVI 94, HS 578T 99, MDA-MB-468 93, MALME-3M 97, BT-549 101, T-47D 96, MCF7 88 and MDA-MB-231 107.
For CN1CCc2c(sc3ncnc(N/N=C/c4ccc(Cl)cc4)c23)C1 the results were LOX IMVI 104, HS 578T 100, MDA-MB-468 90, MALME-3M 100, BT-549 94, T-47D 88, MCF7 66 and MDA-MB-231 94.
For CCOC(=O)N1CCCCCC1 the results were LOX IMVI 100, HS 578T 103, MDA-MB-468 98, MALME-3M 123, BT-549 102, T-47D 98, MCF7 97 and MDA-MB-231 126.
CC(=O)NCCN1c2nc3ccccc3cc2Sc2cc3ccccc3nc21 was read as LOX IMVI 123, HS 578T 104, MALME-3M 98, BT-549 106, T-47D 79, MCF7 53 and MDA-MB-231 80.
`COc1cc(/C=C/C(=O)/C=C/c2ccc(-n3ccnc3C)cc2)ccc1O` gave LOX IMVI -89*, HS 578T 69, MDA-MB-468 24, MALME-3M 101, BT-549 95, T-47D 55, MCF7 4.9* and MDA-MB-231 97.
Screening CC(C)(C)c1ccc[nH]1 returned LOX IMVI 106, HS 578T 117, MDA-MB-468 113, MALME-3M 127, BT-549 97, T-47D 92, MCF7 93 and MDA-MB-231 91.
CC(=O)N(O)C(C)C#Cc1cccc(NS(=O)(=O)c2ccc(F)cc2)c1 (stereo unspecified) was read as LOX IMVI 84, HS 578T 84, MDA-MB-468 53, MALME-3M 88, BT-549 109, T-47D 82, MCF7 80 and MDA-MB-231 93.
`COc1ccc2c(c1)/C(=C/c1c(-c3cc(OC)c(OC)c(OC)c3)nc3sccn13)C(=O)N2` gave LOX IMVI 98, HS 578T 86, BT-549 99, T-47D 87, MCF7 92 and MDA-MB-231 66.

9 successive entries from above, quoted:
Screening COc1ccc(-c2nc(SCC(C)C)nc(Cl)c2C#N)cc1 returned HS 578T 118, MDA-MB-468 102, MALME-3M 98, BT-549 120, T-47D 113, MCF7 92 and MDA-MB-231 104.
COc1ccc(C(=O)Nc2nc(-c3ccc(Cl)cc3)cs2)cc1OC was read as HS 578T 97, MDA-MB-468 94, MALME-3M 106, BT-549 107, T-47D 93, MCF7 90 and MDA-MB-231 106.
For O=c1c2ccccc2n(CC(O)CN2CCCC2)c2cc(Cl)ccc12 (stereo unspecified) the results were LOX IMVI 94, HS 578T 99, MDA-MB-468 93, MALME-3M 97, BT-549 101, T-47D 96, MCF7 88 and MDA-MB-231 107.
For CN1CCc2c(sc3ncnc(N/N=C/c4ccc(Cl)cc4)c23)C1 the results were LOX IMVI 104, HS 578T 100, MDA-MB-468 90, MALME-3M 100, BT-549 94, T-47D 88, MCF7 66 and MDA-MB-231 94.
For CCOC(=O)N1CCCCCC1 the results were LOX IMVI 100, HS 578T 103, MDA-MB-468 98, MALME-3M 123, BT-549 102, T-47D 98, MCF7 97 and MDA-MB-231 126.
CC(=O)NCCN1c2nc3ccccc3cc2Sc2cc3ccccc3nc21 was read as LOX IMVI 123, HS 578T 104, MALME-3M 98, BT-549 106, T-47D 79, MCF7 53 and MDA-MB-231 80.
`COc1cc(/C=C/C(=O)/C=C/c2ccc(-n3ccnc3C)cc2)ccc1O` gave LOX IMVI -89*, HS 578T 69, MDA-MB-468 24, MALME-3M 101, BT-549 95, T-47D 55, MCF7 4.9* and MDA-MB-231 97.
Screening CC(C)(C)c1ccc[nH]1 returned LOX IMVI 106, HS 578T 117, MDA-MB-468 113, MALME-3M 127, BT-549 97, T-47D 92, MCF7 93 and MDA-MB-231 91.
CC(=O)N(O)C(C)C#Cc1cccc(NS(=O)(=O)c2ccc(F)cc2)c1 (stereo unspecified) was read as LOX IMVI 84, HS 578T 84, MDA-MB-468 53, MALME-3M 88, BT-549 109, T-47D 82, MCF7 80 and MDA-MB-231 93.

Not a hit list; any-hit rate near 12%.
